phage Ecoli inh: E. coli growth loss with phage present; growth absorbance; inhibition, % at 11.9 µM; 360,000 compounds, 0.26% hits; AID 651602; in the data active means inhibition above about 11%
CAL PDZ FP-1: human CAL PDZ-peptide interaction inhibition; Q9HD26; purified CAL PDZ, TMR-peptide fluorescence polarization, 1 h; inhibition, % at 20 µM; 330,000 compounds, 0.02% hits; AID 504414;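 active means highest replicate inhibition of at least 40%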;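 further: plate controls were DMSO neutral control wells for no effect and unlabeled competitor peptide control wells for full effect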
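Test system: purified CerCALP PDZ construct; Compound dosing: one concentration, 20 µM compound; Also added: TMR-labelled reporter peptide T*-PRC34 bound in PDZ groove; Read-out: inhibition from polarization loss; Controls: unlabelled peptide and DMSO controls; Signal: FP readout, S and P plane fluorescence; Incubation: 1 h at RT.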
E coli growth: counter-screen for AddAB inhibitors: E. coli growth inhibition; E. coli V3065 growth, OD600 absorbance, 18 h; inhibition, % at 11.9 µM; 330,000 compounds, 0.27% hits;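 active means inhibition above the campaign's mean inhibition across all tested compounds plus 3 SD, cut at about 9.9% in these data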;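 further: uninfected addAB+ strain grown without phage in ampicillin broth; 0% = DMSO wells and 100% = ciprofloxacin 0.95 µg/ml wells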
SR-BI uptake up: activators of SR-BI mediated HDL lipid uptake | CHO ldlA[mSR-BI] cells, DiI-HDL uptake fluorescence, 3 h; 100 = double the neutral-control signal | activation, % at 12.5 µM | 320,000 compounds, 0.096% hits | AID 504775;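 active means mean replicate activation of at least 60% and every replicate at or above 60%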;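 further: 0% = median plate neutral-control signal and 100% = twice that signal; values of inactives mirror those of a sister screen read the other way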
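material = CHO ldlA[mSR-BI] cells | medium = Ham's F12 with 0.5% BSA, HEPES 25 mM, pH 7.4 | reagent = fluorescent DiI-HDL, 10 µg/mL final | compound dosing = single-point compound dose | incubation = 3 h, 37 °C | measured by = bottom-read fluorescence, 550/595 nm | measure = HDL uptake via cellular fluorescence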
Tat export inh: inhibitors of E. coli Tat protein transport; inhibition, % at 10 µM; E. coli MC4100 TorA-mCherry Tat export, fluorescence; AID 488895; 340,000 compounds, 0.036% hits;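 active means mean replicate inhibition at least 50% and at least half of replicates individually reaching 50%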;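 further: exported cargo escapes ClpAP degradation while cytoplasmic cargo is degraded and loses fluorescence; 0% = median of neutral control wells and 100% = median of NaSCN control wells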
AddAB inh: less growth of phage-infected E. coli with AddAB. E. coli expressing H. pylori AddAB, absorbance growth. inhibition, % at 11.9 µM. 330,000 compounds, 0.29% hits. AID 435030; in the data active means inhibition above about 12%;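 further: 0% = vehicle wells of infected cells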
SR-BI DiI inh: inhibitors of mouse SR-BI mediated HDL lipid uptake; Q61009; ldlA[mSR-BI] CHO cells, DiI-HDL uptake fluorescence, 3 h; inhibition, % at 12.5 µM; 320,000 compounds, 0.96% hits; AID 488896;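 active means mean replicate inhibition of at least 70% and a set share of replicates each scoring 70 or more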;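 further: 0% = median of neutral control wells and 100% = median of positive control wells; values of inactives mirror those of a sister screen read the other way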
Target sequence (Q61009 whole entry, looked up): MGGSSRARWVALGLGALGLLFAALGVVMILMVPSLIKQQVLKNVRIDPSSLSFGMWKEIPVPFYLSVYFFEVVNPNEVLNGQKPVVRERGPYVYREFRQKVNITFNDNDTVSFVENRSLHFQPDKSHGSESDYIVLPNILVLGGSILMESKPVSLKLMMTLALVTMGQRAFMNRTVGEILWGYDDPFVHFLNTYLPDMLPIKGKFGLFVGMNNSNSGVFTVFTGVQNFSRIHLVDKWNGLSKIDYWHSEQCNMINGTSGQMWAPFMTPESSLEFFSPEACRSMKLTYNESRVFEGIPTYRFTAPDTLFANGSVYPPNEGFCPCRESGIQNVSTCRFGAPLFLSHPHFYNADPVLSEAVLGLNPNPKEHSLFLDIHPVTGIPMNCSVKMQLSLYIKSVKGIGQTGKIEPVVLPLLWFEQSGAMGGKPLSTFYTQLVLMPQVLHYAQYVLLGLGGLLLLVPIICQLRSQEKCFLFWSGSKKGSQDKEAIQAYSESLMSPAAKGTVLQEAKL
Wnt act: activates Wnt/beta-catenin signaling in a reporter cell assay. AID 743398. activation, % at 9.35 µM. activator, plate reader. 300,000 compounds, 1.2% hits; in the data active means activation above about 30%, passing the limit was not always enough;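 further: 0% = neutral control wells and 100% = positive control wells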
MITF TRPM1 HTS: MITF TRPM1 promoter activation in melanoma cells | SK-MEL-5 TRPM1-promoter luciferase, 24 h; % of positive control, neutral wells = 0 | activation, % at 12.5 µM | 300,000 compounds, 0.75% hits | AID 588334;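 active means mean activation of at least 80% with every replicate also reaching 80%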;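 further: 0% = neutral control wells and 100% = parthenolide positive control wells; values of inactives mirror those of a sister screen read the other way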
CAL PDZ FP-2: CAL PDZ (human) peptide binding inhibition; AID 602252; Q9HD26; 300,000 compounds, 0.92% hits; inhibition, % at 24.9 µM; purified CAL PDZ, TMR-peptide fluorescence polarization, 1 h;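 active means mean inhibition of at least 30% with at least half of replicates also reaching 30%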;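 further: 0% = DMSO neutral control and 100% = excess unlabeled competitor peptide PRC23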
* = called active by the depositor.

COc1ccc(-n2c3c(c(=O)[nH]c2=O)C(NC(=O)c2ccncc2)(C(F)(F)F)C(=O)N3)cc1 (centres undefined) was read as phage Ecoli inh 1.6, CAL PDZ FP-1 1.0, E coli growth -2.2, SR-BI uptake up 13, Tat export inh 5, AddAB inh -1.1, SR-BI DiI inh -13, Wnt act -2 and MITF TRPM1 HTS 3.
For C/C(=N/NC(=O)c1cccc(C)c1)c1c(O)cc(C)oc1=O the results were phage Ecoli inh 1.2, CAL PDZ FP-1 -1.0, E coli growth 1.7, SR-BI uptake up 6, Tat export inh -4, AddAB inh 0.8, SR-BI DiI inh -6, Wnt act -1 and CAL PDZ FP-2 -3.
Screening CC(=O)N1c2ccc(S(=O)(=O)NCCC(=O)N(C)Cc3ccccc3)cc2CC1C (centres undefined) returned phage Ecoli inh -0.1, CAL PDZ FP-1 -1.4, E coli growth 2.1, SR-BI uptake up -15, Tat export inh 4, AddAB inh 2.0, SR-BI DiI inh 15, Wnt act 0, MITF TRPM1 HTS 2 and CAL PDZ FP-2 -1.
For CCC(C)N1C(=O)S/C(=C/c2ccc(N3CCOCC3)cc2C)C1=O (centres undefined) the results were phage Ecoli inh 1.5, CAL PDZ FP-1 -3.2, E coli growth 0.6, SR-BI uptake up -39, Tat export inh 4, AddAB inh 5.5, SR-BI DiI inh 39, Wnt act 1, MITF TRPM1 HTS 91* and CAL PDZ FP-2 -2.
For COC(=O)Nc1ccc2ncn(C)c(=O)c2c1 the results were phage Ecoli inh 2.9, CAL PDZ FP-1 -0.4, E coli growth 0.9, SR-BI uptake up 2, Tat export inh -10, AddAB inh 2.3, SR-BI DiI inh -3 and Wnt act -4.
Screening CCn1c(=O)cc(SCC(=O)NCc2ccccn2)c2ccccc21 returned phage Ecoli inh 1.3, CAL PDZ FP-1 0.3, E coli growth 0.7, SR-BI uptake up 10, Tat export inh 1, AddAB inh 2.5, SR-BI DiI inh -10 and MITF TRPM1 HTS -16.
For Cc1ccc(S(=O)(=O)N2CCN(c3nc4ccccc4nc3-n3nc(C)cc3C)CC2)cc1 the results were phage Ecoli inh -0.1, CAL PDZ FP-1 -1.6, E coli growth -0.9, SR-BI uptake up -25, Tat export inh 1, AddAB inh 3.0, SR-BI DiI inh 25 and MITF TRPM1 HTS -13.
Screening Cc1cc(C)cc(NC(=O)CSc2ccc(-c3ccco3)nn2)c1 returned phage Ecoli inh 1.9, CAL PDZ FP-1 -11, E coli growth -1.8, SR-BI uptake up -6, Tat export inh -8, AddAB inh 2.5, SR-BI DiI inh 6, Wnt act 1, MITF TRPM1 HTS -4 and CAL PDZ FP-2 3.
Screening Cc1cc2nc(C)c(Cl)c(=O)n2[nH]1 returned phage Ecoli inh 6.5, CAL PDZ FP-1 0.0, E coli growth 2.3, SR-BI uptake up 12, Tat export inh -2, AddAB inh 4.7, SR-BI DiI inh -12, MITF TRPM1 HTS -11 and CAL PDZ FP-2 5.
For CC(=O)Nc1ccc(OC(F)(F)C(F)F)c(NC(C)=O)c1 the results were phage Ecoli inh 1.1, CAL PDZ FP-1 0.3, E coli growth 0.6, SR-BI uptake up 9, Tat export inh -14, AddAB inh -1.4, SR-BI DiI inh -9, MITF TRPM1 HTS 5 and CAL PDZ FP-2 1.
COc1cccc(C(=O)N(c2ccc(C)cc2)C2C=CS(=O)(=O)C2)c1 (centres undefined) was read as phage Ecoli inh 1.9, CAL PDZ FP-1 -2.8, E coli growth -1.2, SR-BI uptake up 5, Tat export inh -1, AddAB inh 1.2, SR-BI DiI inh -5, Wnt act 0, MITF TRPM1 HTS 1 and CAL PDZ FP-2 -6.
For Cc1cc(C(=O)COc2ccc3ccc(=O)oc3c2)c(C)n1C the results were phage Ecoli inh 4.6, CAL PDZ FP-1 -0.8, E coli growth -0.7, SR-BI uptake up -26, Tat export inh 22, AddAB inh 1.6, SR-BI DiI inh 26, Wnt act -1, MITF TRPM1 HTS 11 and CAL PDZ FP-2 -2.
`COc1ccc(NC(=O)c2ccc(Cl)c(S(=O)(=O)N3CC(C)OC(C)C3)c2)cn1` (centres undefined) gave phage Ecoli inh 0.6, CAL PDZ FP-1 -0.8, E coli growth -1.7, SR-BI uptake up -53, Tat export inh -6, AddAB inh 2.3, SR-BI DiI inh 53, Wnt act -7, MITF TRPM1 HTS -3 and CAL PDZ FP-2 0.
CCOC(=O)C1=C(C)N(CCCC(=O)O)C(=O)NC1c1ccc(Cl)cc1 (centres undefined) was read as phage Ecoli inh 2.2, CAL PDZ FP-1 0.2, E coli growth -0.6, Tat export inh 3, AddAB inh 0.2, Wnt act -14, MITF TRPM1 HTS 9 and CAL PDZ FP-2 2.
`NC(=O)CC(NC(=O)Cc1cccc2ccccc12)c1ccc(N2CCC(Cc3ccccc3)CC2)c([N+](=O)[O-])c1` (centres undefined) gave phage Ecoli inh 2.3, CAL PDZ FP-1 -0.5, E coli growth 0.5, SR-BI uptake up -18, Tat export inh -8, AddAB inh 3.9, SR-BI DiI inh 18, Wnt act -1, MITF TRPM1 HTS 5 and CAL PDZ FP-2 -1.
Screening O=C1/C(=C\c2cccnc2)SC(=S)N1C1CCS(=O)(=O)C1 (centres undefined) returned CAL PDZ FP-1 0.1, E coli growth 0.2, SR-BI uptake up -6, Tat export inh 0, AddAB inh -0.3, SR-BI DiI inh 6, Wnt act -1 and MITF TRPM1 HTS -52.
O=C(NC(n1ccc(=O)[nH]c1=O)C(Cl)(Cl)Cl)C12CC3CC(CC(C3)C1)C2 (centres undefined) was read as phage Ecoli inh 0.5, CAL PDZ FP-1 -1.5, E coli growth -0.8, SR-BI uptake up -20, Tat export inh -3, AddAB inh -1.9, SR-BI DiI inh 20, Wnt act 0, MITF TRPM1 HTS -4 and CAL PDZ FP-2 -4.
For COC(=O)[C@@H]1Cc2c([nH]c3ccccc23)C2CCC(=O)N21 (some centres undefined) the results were phage Ecoli inh 2.6, CAL PDZ FP-1 -1.7, SR-BI uptake up 20, Tat export inh 0, SR-BI DiI inh -20, Wnt act 1, MITF TRPM1 HTS -6 and CAL PDZ FP-2 -4.
CCN(CC)CCN(Cc1cc2cc3c(cc2[nH]c1=O)OCO3)C(=S)NCC1CCCO1 (centres undefined) was read as phage Ecoli inh 3.7, E coli growth 1.1, SR-BI uptake up -2, Tat export inh -2, AddAB inh -0.3, SR-BI DiI inh 2, Wnt act 0, MITF TRPM1 HTS 2 and CAL PDZ FP-2 3.
For CCC(=O)OCc1cc2cccc(C)c2[nH]c1=O the results were phage Ecoli inh 2.3, CAL PDZ FP-1 -1.6, E coli growth 1.2, SR-BI uptake up -19, Tat export inh 1, AddAB inh 2.1, SR-BI DiI inh 19, MITF TRPM1 HTS -9 and CAL PDZ FP-2 -4.

A draw from above in order of molecular weight, lowest first.
`COc1ccc(NC(=O)c2ccc(Cl)c(S(=O)(=O)N3CC(C)OC(C)C3)c2)cn1` (centres undefined) gave phage Ecoli inh 0.6, CAL PDZ FP-1 -0.8, E coli growth -1.7, SR-BI uptake up -53, Tat export inh -6, AddAB inh 2.3, SR-BI DiI inh 53, Wnt act -7, MITF TRPM1 HTS -3 and CAL PDZ FP-2 0.
CCN(CC)CCN(Cc1cc2cc3c(cc2[nH]c1=O)OCO3)C(=S)NCC1CCCO1 (centres undefined) was read as phage Ecoli inh 3.7, E coli growth 1.1, SR-BI uptake up -2, Tat export inh -2, AddAB inh -0.3, SR-BI DiI inh 2, Wnt act 0, MITF TRPM1 HTS 2 and CAL PDZ FP-2 3.
For Cc1ccc(S(=O)(=O)N2CCN(c3nc4ccccc4nc3-n3nc(C)cc3C)CC2)cc1 the results were phage Ecoli inh -0.1, CAL PDZ FP-1 -1.6, E coli growth -0.9, SR-BI uptake up -25, Tat export inh 1, AddAB inh 3.0, SR-BI DiI inh 25 and MITF TRPM1 HTS -13.

(continued)
Screening CC(C)Oc1cccc(C(=O)C2CCCN(C(=O)CCn3cnnn3)C2)c1 (centres undefined) returned phage Ecoli inh 3.6, CAL PDZ FP-1 -0.7, E coli growth -1.6, SR-BI uptake up -11, Tat export inh -7, AddAB inh 0.5, SR-BI DiI inh 11, Wnt act 2, MITF TRPM1 HTS 6 and CAL PDZ FP-2 77*.
For O=C(Nc1ccccc1C(F)(F)F)c1ccc(F)c(S(=O)(=O)N2CCOCC2)c1 the results were phage Ecoli inh 0.9, CAL PDZ FP-1 2.9, E coli growth -2.2, SR-BI uptake up -17, Tat export inh 2, AddAB inh -0.3, SR-BI DiI inh 17, MITF TRPM1 HTS 0 and CAL PDZ FP-2 2.
CC(C)COC(=O)N1CCCC1C(=O)Nc1nccs1 (centres undefined) was read as phage Ecoli inh 0.1, CAL PDZ FP-1 -0.4, E coli growth 0.8, SR-BI uptake up 26, Tat export inh -1, AddAB inh 0.3, SR-BI DiI inh -26, Wnt act -3, MITF TRPM1 HTS 7 and CAL PDZ FP-2 -1.
`CCS(=O)(=O)N1CCC(NC(=O)C(Cc2ccc(OC)c(OC)c2)NC(C)=O)CC1` (centres undefined) gave phage Ecoli inh 3.6, CAL PDZ FP-1 0.3, E coli growth 2.2, SR-BI uptake up 7, Tat export inh 7, AddAB inh -0.5, SR-BI DiI inh -7, Wnt act -3 and CAL PDZ FP-2 -5.
Screening Cc1ccccc1C(=O)NNC(=O)CSc1nc2ccccc2c(=O)[nH]1 returned phage Ecoli inh -1.4, CAL PDZ FP-1 -2.2, E coli growth 1.8, Tat export inh 1, AddAB inh 0.5, Wnt act 3, MITF TRPM1 HTS -13 and CAL PDZ FP-2 -1.
CCOC(=O)C1(CCOc2ccccc2)CCN(Cc2ccc(O)c(OCC)c2)CC1 was read as phage Ecoli inh -0.4, CAL PDZ FP-1 -1.3, E coli growth 0.4, SR-BI uptake up 2, Tat export inh -1, AddAB inh -1.9, SR-BI DiI inh -2, Wnt act -3, MITF TRPM1 HTS -5 and CAL PDZ FP-2 -7.
`CCOC(=O)c1cccnc1SC(CC)C(=O)NCc1ccco1` (centres undefined) gave phage Ecoli inh 1.6, CAL PDZ FP-1 0.0, E coli growth -0.7, SR-BI uptake up -29, Tat export inh 0, AddAB inh 0.1, SR-BI DiI inh 29, Wnt act -4, MITF TRPM1 HTS -6 and CAL PDZ FP-2 -3.
Screening COc1ccc(NC(=O)Cn2c3ccc(OC)cc3c3nc4n(c(=O)c32)CCS4)cc1 returned phage Ecoli inh 1.5, CAL PDZ FP-1 -1.9, E coli growth -0.7, SR-BI uptake up -12, Tat export inh -14, AddAB inh 0.7, SR-BI DiI inh 12, Wnt act -3, MITF TRPM1 HTS -18 and CAL PDZ FP-2 -3.
`CSc1ccccc1OCc1cc(C(=O)NCc2csc(C(C)C)n2)no1` gave phage Ecoli inh 2.0, CAL PDZ FP-1 -2.3, E coli growth 0.2, SR-BI uptake up -9, Tat export inh 13, AddAB inh 0.1, SR-BI DiI inh 9, Wnt act 4, MITF TRPM1 HTS -6 and CAL PDZ FP-2 1.
For CC(=O)c1ccc(O)c(CC=C(C)C)c1O the results were phage Ecoli inh 1.7, CAL PDZ FP-1 -0.6, E coli growth -2.2, SR-BI uptake up 0, Tat export inh 10, AddAB inh 2.2, SR-BI DiI inh 0, Wnt act -2, MITF TRPM1 HTS 13 and CAL PDZ FP-2 -1.

Compound activity as filed in PubChem.
